EPAC2 ag – qHTS for Agonist of cAMP-regulated guanine nucleotide exchange factor 4 (EPAC2): primary screen. Rap guanine nucleotide exchange factor 4 (Homo sapiens), Q8WZA2. EPAC2 activation, biochemical qHTS; response scale: 100% = 6.5 mM cAMP response. Potency, µM (titrated, usually from 154 µM), for inactives: at the highest dose activation, most hits filed as activators. 360,000 compounds, 0.079% hits; note: potency is the fitted concentration of half-maximal effect; nearly all actives have a fitted effect of over 50% in size
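Each well held 100 nM EPAC2, 250 nM RAP1B-BODIPY-GDP and 50 uM GDP. Fluorescence, read at 5-min intervals to 30 min, was referenced to a 6.5 mM cAMP positive control.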
D3 antag – qHTS of D3 Dopamine Receptor Antagonist: qHTS. D(3) dopamine receptor (Homo sapiens), P35462. D3R cells, DiscoveRx beta-arrestin luminescence, antagonist mode; stronger effect = lower value. max response, negative = inhibition, %. 360,000 compounds, 2.5% hits; in the data active = max response below about -50%; inconclusive = no clear call, values can overlap the other calls; note: % is set by controls: 0 for no effect and ±100 for the full control effect; mostly tested at two doses, the higher about 12 µM
Target sequence (P35462 whole entry, looked up): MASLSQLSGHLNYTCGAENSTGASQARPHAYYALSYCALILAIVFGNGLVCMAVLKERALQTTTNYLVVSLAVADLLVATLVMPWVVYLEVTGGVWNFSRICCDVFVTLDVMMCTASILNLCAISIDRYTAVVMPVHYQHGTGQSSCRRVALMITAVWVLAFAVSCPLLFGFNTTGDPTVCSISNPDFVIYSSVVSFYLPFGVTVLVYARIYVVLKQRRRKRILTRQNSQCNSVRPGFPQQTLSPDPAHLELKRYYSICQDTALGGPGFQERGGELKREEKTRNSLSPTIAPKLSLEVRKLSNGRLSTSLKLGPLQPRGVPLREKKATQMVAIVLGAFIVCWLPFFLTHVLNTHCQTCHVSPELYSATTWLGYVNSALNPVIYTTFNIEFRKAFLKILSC
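Cells plated overnight at 1500 cells/well, then exposed to library compounds with dopamine controls for 90 minutes at 37 degrees C. DiscoveRx reagent added for 30–60 minutes at room temperature; luminescence read, quantitative HTS format.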
TDP43 rescue – qHTS of TDP-43 Inhibitors | TDP-43 expressing yeast growth rescue, BacTiter-Glo, 24 h | Potency, µM (highest dose often 46.1 µM), for the others: at the highest dose growth rescue (activation), actives largely listed as activators | 410,000 compounds, 1.8% hits | AID 652104, 2013; note: potency is the fitted concentration of half-maximal effect; % of control where 0% means no effect; nearly all actives have a fitted effect of over 50% in size
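In this qHTS, compounds that restore growth of yeast expressing TDP-43 appear as activators. Cells (OD600=0.02, galactose medium, raffinose-pregrown) are incubated with compound 24 hr at 30 deg C and growth is quantified by BacTiter-Glo.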
FUS yeast rescue – qHTS for Suppressors of FUS Proteinopathy: Primary screen using FUS-linked yeast assay; S. cerevisiae FUS-expressing, growth rescue, OD600, 24 h; Potency, µM (top dose mostly 76.6 µM), for the others: at the highest dose growth rescue (activation), hits mostly activators; 390,000 compounds, 0.24% hits; AID 1347120, 2019;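 note: potency is the fitted concentration of half-maximal effect; plate controls were DMSO vehicle for no effect and reference control for full effect; nearly all actives have a fitted effect of over 55% in size; some results filed as inactive show a strong effect at the top dose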
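Galactose (2%) drives FUS expression in yeast precultured in raffinose; seeding density OD 0.005. Test compounds incubated 24hr at 30C and 99% humidity before absorbance at 600 nm was measured.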
D3 ag – qHTS of D3 Dopamine Receptor Agonist: qHTS; AID 652048, 2013; max activation, %; D(3) dopamine receptor (Homo sapiens), P35462; 410,000 compounds, 0.58% hits; D3R DiscoveRx beta-arrestin cells, luminescence, 90 min; in the data active = max activation above about 30%; note: 0% is about no effect; mostly tested at two doses, the higher about 12 µM
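Agonist-mode cell screen: cells plated at 1500/well and incubated overnight at 37 °C, then exposed to library compounds for 90 min at 37 °C. Detection reagent was added for 30–60 min at room temperature, and luminescence was read.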
aSyn rescue – qHTS of alpha-syn Inhibitors; 370,000 compounds, 0.14% hits; Potency, µM (series often up to 46.1 µM), for the others: at the highest dose growth rescue (activation), usual class: activators; Yeast expressing alpha-synuclein, growth rescue, BacTiter-Glo, 24 h; AID 652106, 2013; note: potency is the fitted concentration of half-maximal effect; % of control where 0% means no effect; nearly all actives have a fitted effect of over 65% in size
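Galactose-induced alpha-syn yeast (OD600=0.02, raffinose-pregrown) + pinned cpd, 24 hr, 30 deg C; growth by BacTiter-Glo luminescence. Growth restoration scores as activation.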
Abeta rescue – qHTS for compounds that reverse cellular toxicity of Amyloid beta (A-beta) peptide in yeast: Primary Screen. yeast expressing A-beta42, growth rescue, OD600, 48 h; response scale: 0% DMSO, 100% iron-clioquinol control. Potency, µM (highest dose often 46.1 µM), inactives show at the top dose growth rescue, most hits filed as activators. 410,000 compounds, 0.063% hits. AID 1347071, 2019; note: potency is the fitted concentration of half-maximal effect; nearly all actives have a fitted effect of over 55% in size
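Yeast growth medium received pinned compounds, then yeast cells expressing toxic A-beta were added; plates incubated at 30 C for 48 hr. Growth read as absorbance at 600 nm, normalized to DMSO and equimolar FeCl3 plus clioquinol controls.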
EPAC2 antag – qHTS for Antagonist of cAMP-regulated guanine nucleotide exchange factor 2 (EPAC2): primary screen. EPAC2 GEF exchange of Rap1B-BODIPY-GDP, fluorescence. 360,000 compounds, 0.18% hits. Potency, µM (titrated, usually from 114 µM), inactives show at the top dose activity, negative = inhibition, hits mostly inhibitors; note: potency is the fitted concentration of half-maximal effect; % is set by controls: 0 for no effect and ±100 for the full control effect; nearly all actives have a fitted effect of over 45% in size; many of its hits are not listed in these tables
Active calls of the source: *; ? = inconclusive; · = no result given; [ ] = another dose, or the depositor's remark. Unless noted, calls come from the whole dose curve; as a rule, active = well fitted curve in the direction sought with a large enough effect; inconclusive = small, poorly fitted or top-dose-only effect, or another doubt; inactive = no such curve, though single readings can be large; an effect the other way counts as inactive or inconclusive.

SMILES | EPAC2 ag | D3 antag | TDP43 rescue | FUS yeast rescue | D3 ag | aSyn rescue | Abeta rescue | EPAC2 antag
Cc1nc(-c2ccc(Cl)cc2)sc1C(=O)CBr | 4% | -10 | 6% | 7% | 4 | -26% | -70%[inhibitor] | ?
Cc1cc2nnc(SCC(=O)N3CCOCC3)n2c2ccccc12 | 1% | 2 | -15% | 10% | -5 | 0% | -9% | 32%
CCN(CC)CCNC(=O)C(Oc1ccccc1)Oc1ccccc1 | 1% | ? | 0% | 4% | -24 | -1% | 30% | 20%
CC1(C)CC(=O)C=C(c2ccc(Oc3ccccc3)cc2)C1=O | 9% | 1 | 28% | 0% | 1 | -3% | 5% | 3%
CC(=O)N1c2ccccc2N(Cc2ccc([N+](=O)[O-])cc2)C(=O)C1(C)C | 4% | -4 | ? | 6% | 0 | 15% | 5% | 3%
CC(=O)c1ccc(N2CCN(S(=O)(=O)c3cc(-c4onc(C)c4C)ccc3C)CC2)cc1 | · | · | 10% | 6% | 4 | · | -20% | ·
NS(=O)(=O)c1ccc(NC(=O)C2(c3ccccc3)CCCC2)cc1 | 3% | -4 | 19%[9.22 µM] | -1% | -2 | 1% | 13% | -4%
O=C(O)c1cccc(N2C(=O)C3C4C=CC(C4=C(c4ccccc4)c4ccccc4)C3C2=O)c1 (stereo unspecified) | 0% | 9 | 24% | 14% | -2 | 2% | 8% | -6%
C=CCn1c(SCC(=O)NC(N)=O)nnc1-c1cc2c(s1)CCC(CC)C2 (stereo unspecified) | -2% | 4 | -15% | 38% | 5 | -10% | -11% | -10%
CCCCN(CC)C(=O)Cn1cnc2ccc(S(=O)(=O)N3CCC(C)CC3)cc2c1=O | -7% | -26 | -4% | ? | -8 | -2% | -8% | -7%
Cc1nc2ccccn2c1C(=O)NCC(C)C | -3% | 0 | 18% | -20% | 0 | -1% | -10% | 4%
C=CCn1c(SC(C)C#N)nc2sc(CC)cc2c1=O (stereo unspecified) | 3% | 7 | -6% | -4% | 1 | 3% | -21% | -16%
C=CCNc1nc(Nc2ccc(Cl)cc2)nc(OC)n1 | 9% | -1 | 35µM* | -5% | -2 | -12% | -15% | -9%
CC(C)NC(=O)CSc1ccccc1C(=O)N1CCN(S(=O)(=O)/C=C/c2ccccc2)CC1 | 0% | 12 | 7% | · | -3 | 1% | -6% | 18%
Cc1csc(NC(=O)c2cccnc2)n1 | 5% | 9 | 18% | -19% | 4 | -5% | -16% | 2%
Cc1c(CCOC(=O)C23CC4CC(CC(C)(C4)C2)C3)sc[n+]1Cc1ccccc1 | -8% | ? | -1% | ? | -7 | 1% | -12% | -11%
COc1cccc(C2/C(=C(\O)c3ccc4c(c3)OCO4)C(=O)C(=O)N2CCN(C)C)c1OC (stereo unspecified) | -4% | -17 | -9% | 13% | -4 | -1% | 7% | 2%
CS(=O)(=O)N1N=C(c2ccco2)CC1c1ccco1 (stereo unspecified) | 2% | 23 | 8% | 11% | 0 | 6% | 4% | 6%
COc1ccc(CNC(=O)C2CCN(C(=O)N3CCOc4ccc(Cl)cc43)CC2)cc1 | · | · | 0% | 39% | 5 | · | 1% | ·
COc1ccc(Nc2nc(N)nc(CSC(=S)N3CCC(C)CC3)n2)cc1 | 17% | 4 | 28% | 4% | -2 | -4% | 17% | -3%
COc1cccc(C(=O)C2CCCN(Cc3ccc(OC)c(Cn4cncn4)c3)C2)c1 (stereo unspecified) | -1% | -9 | 0% | 7% | -28 | -3% | -1% | 1%
O=C1c2nc3cc(-c4ccco4)[nH]n3c(=O)c2CN1Cc1ccccc1 | -6% | 1 | -10% | 12% | 7 | -5% | -14% | 4%
CCOC(=O)N1CCC(NC(=O)CN2C(=O)CSc3ncccc32)CC1 | 8% | 10 | 13% | -19% | -6 | -4% | 0% | -2%
Cc1cc2c(cc1S(=O)(=O)Nc1cccc(F)c1)n(C)c(=O)c(=O)n2C | 3% | -7 | 7% | -12% | 3 | -3% | 3% | 3%
Cc1ccc(C)c(NC(=S)NNC(=O)c2csc3c2CCCC3)c1 | -2% | -19 | 14% | ? | -29 | 0% | 29% | -10%
CCCN(Cc1ccccc1)C(=S)Nc1ccc(OCC)cc1 | -3% | 6 | 9% | 21% | 5 | 3% | ? | -7%
COc1ccc(-c2[nH]n(-c3ccc([N+](=O)[O-])cc3)c(=O)c2C=NCC2CCCO2)cc1 (stereo unspecified) | 4% | 14 | 16% | 0% | 2 | -4% | -5% | -9%
O=c1n(-c2ccccc2)c(=O)n2n1CC(O)C2 | 3% | -19 | 10% | -3% | -2 | -5% | -15% | 6%

Reformatted as a markdown table: entries from further up.
| Molecule | EPAC2 ag | D3 antag | TDP43 rescue | FUS yeast rescue | D3 ag | aSyn rescue | Abeta rescue | EPAC2 antag |
| --- | --- | --- | --- | --- | --- | --- | --- | --- |
| COc1cccc(C2/C(=C(\O)c3ccc4c(c3)OCO4)C(=O)C(=O)N2CCN(C)C)c1OC (stereo unspecified) | -4% | -17 | -9% | 13% | -4 | -1% | 7% | 2% |
| CS(=O)(=O)N1N=C(c2ccco2)CC1c1ccco1 (stereo unspecified) | 2% | 23 | 8% | 11% | 0 | 6% | 4% | 6% |
| COc1ccc(CNC(=O)C2CCN(C(=O)N3CCOc4ccc(Cl)cc43)CC2)cc1 | · | · | 0% | 39% | 5 | · | 1% | · |
| COc1ccc(Nc2nc(N)nc(CSC(=S)N3CCC(C)CC3)n2)cc1 | 17% | 4 | 28% | 4% | -2 | -4% | 17% | -3% |
| COc1cccc(C(=O)C2CCCN(Cc3ccc(OC)c(Cn4cncn4)c3)C2)c1 (stereo unspecified) | -1% | -9 | 0% | 7% | -28 | -3% | -1% | 1% |
| O=C1c2nc3cc(-c4ccco4)[nH]n3c(=O)c2CN1Cc1ccccc1 | -6% | 1 | -10% | 12% | 7 | -5% | -14% | 4% |
| CCOC(=O)N1CCC(NC(=O)CN2C(=O)CSc3ncccc32)CC1 | 8% | 10 | 13% | -19% | -6 | -4% | 0% | -2% |
| Cc1cc2c(cc1S(=O)(=O)Nc1cccc(F)c1)n(C)c(=O)c(=O)n2C | 3% | -7 | 7% | -12% | 3 | -3% | 3% | 3% |
| Cc1ccc(C)c(NC(=S)NNC(=O)c2csc3c2CCCC3)c1 | -2% | -19 | 14% | ? | -29 | 0% | 29% | -10% |
| CCCN(Cc1ccccc1)C(=S)Nc1ccc(OCC)cc1 | -3% | 6 | 9% | 21% | 5 | 3% | ? | -7% |
| COc1ccc(-c2[nH]n(-c3ccc([N+](=O)[O-])cc3)c(=O)c2C=NCC2CCCO2)cc1 (stereo unspecified) | 4% | 14 | 16% | 0% | 2 | -4% | -5% | -9% |
| O=c1n(-c2ccccc2)c(=O)n2n1CC(O)C2 | 3% | -19 | 10% | -3% | -2 | -5% | -15% | 6% |

High-throughput results from PubChem BioAssay.

Some of the compounds tested; rates above refer to the full screens.
